H9c2 TAG inh: inhibitors of triacylglycerol accumulation, primary screen, cell-based, uHTS, fluorescence, H9c2 | 230,000 tested, 0.66% active | H9c2 cells, Nile Red lipid (TAG) fluorescence; cells loaded with 200 µM oleic acid | inhibition, % at 12.5 µM | AID 651582, 2012;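 active = pattern-corrected inhibition of lipid staining of at least 50% with the nuclear-stain viability signal not falling by more than 50%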;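 note: 0% = DMSO wells and 100% = triacsin C control wells; some results filed as inactive read as strong as hits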
H9c2 TAG inh DAPI viability: second read-out of H9c2 TAG inh, no call of its own (marks repeat the call); DAPI nuclei signal change (viability), lower = more cytotoxic, %;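 whole-well DAPI fluorescence read on a plate reader as a viability signal; minus 50 percent equals half of cells still viable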
* marks the source's active call; other numbers are inactive results. Some of the compounds tested; count on the stated rates, not on these rows.

SMILES	H9c2 TAG inh	H9c2 TAG inh DAPI viability
Cc1ccc(N2CC(C(=O)Nc3ccc4c(c3)OCO4)CC2=O)cc1 (configuration not stated)	0	-5
Cc1oc(/C=N/NC(=O)CC2(C)OCCO2)cc1Br	-2	0
CCCc1ccc(OCC(O)CN2CCCC2)cc1 (configuration not stated)	-9	8
CC(=O)Nc1nc(-c2ccc3c(c2)CCN3S(C)(=O)=O)cs1	5	-5
CCC1(c2ccccc2)NC(=O)N(CC(=O)NCC2COc3ccccc3O2)C1=O (configuration not stated)	15	-5
CC(C)c1ccc(C2C(C#N)=C(N)Oc3c2oc(CO)cc3=O)cc1 (configuration not stated)	4	-9
COc1ccc(CC(=O)OCC(=O)Nc2ccc(N3CCOCC3)cc2)cc1	-9	12
O=C(CSc1ncccn1)Nc1ccc(Cl)c(S(=O)(=O)N2CCOCC2)c1	-11	-3
CCCn1c(N)c(N(CCOC)C(=O)CSc2ccccc2)c(=O)[nH]c1=O	-1	-2
O=C1C(=O)c2ccccc2C(O)=C1CCCCl	111	-66
COc1ccc(NC(=O)CN2C(=O)c3cccc4cccc2c34)cc1OC	2	16
Nn1c(SCC(=O)NC2CCCc3ccccc32)nnc1C1CC1 (configuration not stated)	-13	10
COc1ccc(C(=O)Nc2ccc(-n3nncc3C(C)(C)C)cc2)cc1	-3	2
COc1ccc(-c2nn(-c3ccccc3)cc2/C=C/C(=O)N2CCN(c3ccccn3)CC2)cc1	-1	14
CCCNC(=O)Cn1c(=O)/c(=C/c2ccc(-c3cccc([N+](=O)[O-])c3)o2)s/c1=C\C(=O)C(C)(C)C	10	3
O=C(CNC(=O)c1ccc(F)cc1)N/N=C/c1cc(Br)ccc1OCc1ccccc1	13	-8
Cc1cccc(N2CC(C(=O)Nc3ccc(S(=O)(=O)N4CCOCC4)cc3)CC2=O)c1 (configuration not stated)	10	-6
COc1cc(OC)c(S(=O)(=O)Nc2ccccc2NC(=O)CN2CCOCC2)cc1NC(C)=O	1	3
COC(=O)Oc1ccc(/C=N/NS(=O)(=O)c2ccccc2)cc1OC	-10	5
CC(=O)NC(CCS(C)(=O)=O)C(=O)Nc1ccc(F)cc1Cl (configuration not stated)	13	-7
CC1=C(C(N)=O)C(c2ccccn2)n2nc(SCc3ccccc3)nc2N1 (configuration not stated)	-14	3
O=C(CSc1nc2ccccc2s1)Nn1cnnc1	-6	-7
COc1ccc(-c2cc(NC=O)c3ncc(-c4ccc(OC)c(OC)c4)n3c2)cc1OC	14	-10
CCn1c(SCC(=O)NC(C)(C)C)nnc1-c1ccoc1C	10	-6
Cc1cc(-n2c(C)cc(C(=O)COc3cc(F)ccc3[N+](=O)[O-])c2C)no1	10	9

Reprinted from above for reference:
SMILES	H9c2 TAG inh	H9c2 TAG inh DAPI viability
Cc1ccc(N2CC(C(=O)Nc3ccc4c(c3)OCO4)CC2=O)cc1 (configuration not stated)	0	-5
Cc1oc(/C=N/NC(=O)CC2(C)OCCO2)cc1Br	-2	0

Given with bars between the fields: part of the list above.
SMILES | H9c2 TAG inh | H9c2 TAG inh DAPI viability
COc1ccc(CC(=O)OCC(=O)Nc2ccc(N3CCOCC3)cc2)cc1 | -9 | 12
O=C(CSc1ncccn1)Nc1ccc(Cl)c(S(=O)(=O)N2CCOCC2)c1 | -11 | -3
CCCn1c(N)c(N(CCOC)C(=O)CSc2ccccc2)c(=O)[nH]c1=O | -1 | -2
O=C1C(=O)c2ccccc2C(O)=C1CCCCl | 111 | -66
COc1ccc(NC(=O)CN2C(=O)c3cccc4cccc2c34)cc1OC | 2 | 16
Nn1c(SCC(=O)NC2CCCc3ccccc32)nnc1C1CC1 (configuration not stated) | -13 | 10
COc1ccc(C(=O)Nc2ccc(-n3nncc3C(C)(C)C)cc2)cc1 | -3 | 2
COc1ccc(-c2nn(-c3ccccc3)cc2/C=C/C(=O)N2CCN(c3ccccn3)CC2)cc1 | -1 | 14
CCCNC(=O)Cn1c(=O)/c(=C/c2ccc(-c3cccc([N+](=O)[O-])c3)o2)s/c1=C\C(=O)C(C)(C)C | 10 | 3
O=C(CNC(=O)c1ccc(F)cc1)N/N=C/c1cc(Br)ccc1OCc1ccccc1 | 13 | -8
Cc1cccc(N2CC(C(=O)Nc3ccc(S(=O)(=O)N4CCOCC4)cc3)CC2=O)c1 (configuration not stated) | 10 | -6
COc1cc(OC)c(S(=O)(=O)Nc2ccccc2NC(=O)CN2CCOCC2)cc1NC(C)=O | 1 | 3
COC(=O)Oc1ccc(/C=N/NS(=O)(=O)c2ccccc2)cc1OC | -10 | 5
CC(=O)NC(CCS(C)(=O)=O)C(=O)Nc1ccc(F)cc1Cl (configuration not stated) | 13 | -7
CC1=C(C(N)=O)C(c2ccccn2)n2nc(SCc3ccccc3)nc2N1 (configuration not stated) | -14 | 3
O=C(CSc1nc2ccccc2s1)Nn1cnnc1 | -6 | -7
COc1ccc(-c2cc(NC=O)c3ncc(-c4ccc(OC)c(OC)c4)n3c2)cc1OC | 14 | -10
CCn1c(SCC(=O)NC(C)(C)C)nnc1-c1ccoc1C | 10 | -6
Cc1cc(-n2c(C)cc(C(=O)COc3cc(F)ccc3[N+](=O)[O-])c2C)no1 | 10 | 9

Remaining list, next part.
SMILES	H9c2 TAG inh	H9c2 TAG inh DAPI viability
O=C(NNc1ccc([N+](=O)[O-])cc1)Nc1ccccc1	-15	-8
Cn1cc(S(=O)(=O)N2CCOCC2)cc1C(=O)NCCc1ccccc1	7	-5
Cc1ccc2nc(NC(=O)c3ccc(Cl)s3)sc2c1	13	14
c1ccc(C2=Nc3cccc4cccc(c34)N2)cc1	6	-2
COc1cc(/C=C2/C(=N)N3OC(C)=CC3=NC2=O)ccc1OCCOc1ccc(C)cc1	-5	-18
Cc1c(C(=O)O)sc2ncnc(N3CCCCC3C)c12 (configuration not stated)	-15	0
COc1ccc(NC(=O)C[C@H]2C(=O)N(c3ccccc3)C[C@@H]2Cc2ccccc2)cc1	-6	2
O=C1NC2c3c(I)sc(I)c3C(=O)C2O1 (configuration not stated)	13	0
CCOC(=O)Cc1nn(Cc2nc(-c3ccc(C)cc3)cs2)c(=O)c2ccccc12	-16	4
CCCCN(C)CCNC(=O)Cn1c(=O)sc2ccccc21	15	100
C[C@@H]1CN([C@@H](C)CO)C(=O)c2cc(Br)cnc2O[C@H]1CN(C)C(=O)C1CCCCC1	-17	4
O=C(NCC1CCCO1)C1CCN(S(=O)(=O)Cc2ccccc2)CC1 (configuration not stated)	3	7
O=C(NC1CCCCC1)N(Cc1ccc(F)cc1)Cc1nc2ccccc2c(=O)[nH]1	-11	10
COc1cccc(CN2CCNC(=O)C2CC(=O)NCCCn2ccnc2)c1 (configuration not stated)	-13	3
O=C(CCCSc1nc2ccccc2[nH]1)NC1CCCCC1	2	-4
O=C(Cc1cccs1)Nc1nnc(-c2ccc(F)cc2)s1	-4	1
CCC1CCC(N2CCN(c3ccccc3F)CC2)CC1 (configuration not stated)	-8	0
OCCCN1CNC(=S)NC1	3	-2
CCOC(=O)Cn1c2c(c(=N)c3c1CCC3)CCC2	9	0
CC(=O)c1ccc(OCCCC(=O)Nc2cccc(S(=O)(=O)N3CCOCC3)c2)cc1	-9	-2
COc1ccc(CCNc2cn[nH]c(=O)c2Cl)cc1OC	8	-1
CC(=O)Nc1ccc(S(=O)(=O)Nc2nc3ccccc3nc2Nc2ccc(N)cc2)cc1	-1	2
O=C(COc1ccc(F)cc1)Nc1ccc(S(=O)(=O)Nc2ncccn2)cc1	-5	3
CCc1noc(C)c1C(=O)N1CCCC(CCC(=O)NCc2cccc(OC)c2)C1 (configuration not stated)	6	-7
O=C(Nc1ccn(CCCNCC2CCCCC2)c(=O)n1)OCc1ccccc1	21	0

New compounds follow.
SMILES	H9c2 TAG inh	H9c2 TAG inh DAPI viability
COc1ccc(-c2oc(=O)c3cc(OC)c(OC)cc3c2/C=C/c2ccc([N+](=O)[O-])cc2)cc1	54*	3.2*
O=C(NCC1CCCO1)c1ccc(CSCc2cccc(F)c2)o1 (configuration not stated)	-4	6
Cc1nc(SCC(=O)c2cccc([N+](=O)[O-])c2)n[nH]1	6	-1
CC1(C(=O)N2CCCCC2)CCN1C(=O)c1ccccc1CCc1ccccc1 (configuration not stated)	12	-8
O=C(N/N=C/c1cc([N+](=O)[O-])ccc1O)Nc1ccccc1	4	5
Cc1cc(C)cc(SCc2noc(C(=O)NC(C)C)c2C(=O)O)c1	1	0
COc1ccc(CCNc2c3ccccc3nc3ccccc23)cc1OC	55*	-32*
CCC(=O)Nc1ccc(NC(=O)CSc2nnc(C(C)C)n2C)cc1	11	-2
COC(=O)c1ccc(/C=N/N2CCN(Cc3ccccc3Cl)CC2)cc1	1	6
CCCn1nnnc1NCc1cc(Br)ccc1OC	-14	-5
COC(=O)c1ccccc1N(C)S(=O)(=O)c1cc2c3c(c1)CCC(=O)N3CCC2	6	-8
O=C(NN1C(=O)C2C3C=CC(C3)C2C1=O)c1ccncc1 (configuration not stated)	-9	17
O=C(Nc1ccc(Br)cc1)C1CCCN1S(=O)(=O)c1cccs1 (configuration not stated)	-14	2
CCC(C)(C)NCC(=O)Nc1ccc(OC(F)(F)F)cc1	-15	5
Cc1ccc(-n2cccn2)c([C@@H]2C[C@H]3CN(C)C(=O)[C@]34CCCN24)c1	7	1
CCOC(=O)C1CCCN(Cc2nc(N)nc(Nc3ccc(OC)cc3)n2)C1 (configuration not stated)	9	-13
CCc1ccc(OCC(O)Cn2c(N3CCCCC3)nc3c2c(=O)[nH]c(=O)n3C)cc1 (configuration not stated)	-26	6
CCn1ccnc1CN1CCc2c([nH]c3ccccc23)C1C(C)(C)C (configuration not stated)	-2	9
CC(=O)NC12CC3CC(C1)CC(C(=O)N1CCN(S(=O)(=O)c4ccc([N+](=O)[O-])cc4)CC1)(C3)C2	12	2
CCSc1nnc([C@@H]2CCCN2C(=O)OC(C)(C)C)o1	-1	-5
CCS(=O)(=O)c1ccc2oc(Nc3cccc(OC)c3)nc2c1	25	-4
C=CCSc1nnc(NC(=O)CSc2nnc(C)s2)s1	-8	0
O=C(NCC1CC1)C1CCCN(S(=O)(=O)c2ccc(-n3cnnn3)cc2)C1 (configuration not stated)	15	-7
O=C(O)/C(=C\c1cccc(C(F)(F)F)c1)c1ccc(S(=O)(=O)N2CCCC2)s1	-9	-1
COc1cccc(N(CC(=O)N2CCCC2)S(C)(=O)=O)c1	-11	1

Following part:
SMILES	H9c2 TAG inh	H9c2 TAG inh DAPI viability
CCOC(=O)C(=O)/C(C#N)=C/Nc1ccccc1	0	9
CC#CCNCc1ccccc1	-6	6
O=C(CC1NC(=O)NC1=O)Nc1ccccc1 (configuration not stated)	21	8
O=C1CN(C(=O)CCN2CCOCC2)C(c2ccccc2)c2cc(Br)ccc2N1 (configuration not stated)	16	-9
O=C(Nc1ncn[nH]1)c1cccc(S(=O)(=O)N2CCOCC2)c1	-3	-8
O=C(CN1CCN(C/C=C/c2ccccc2)CC1)NCc1ccc(Cl)cc1	-5	7
CCCS/C(N)=N/N=C/c1ccccc1O	-18	14
Cc1cc(C)c(S(=O)(=O)N2CCC(C(=O)NCc3ccncc3)CC2)c(C)c1	8	0
COc1cc2c(cc1OC)C1=C(C#N)CN(CC(=O)O)CN1CC2	9	12
COc1ccc(C2C3=C(CC(C)(C)CC3=O)Nc3nc(C)nn32)cc1OC (configuration not stated)	15	-4
CCOC(=O)c1c(CC(C)C)csc1NC(=O)COC(=O)C1=NNC(=O)CC1	-24	3
Cc1ccc(-n2c(-c3ccccc3)c[nH]c2=S)cc1	-9	-2
CN(C)CCCn1c(SCC(=O)N2CC(=O)Nc3ccccc32)nc2ccccc2c1=O	13	-2
Nc1c(C(=O)N/N=C/c2ccccc2Cl)oc2nc(-c3ccccc3)cc(-c3ccco3)c12	13	15
CCN1CCN(Cc2ccc(NC(=O)c3ccc(C)c(NC(=O)c4cccc(-c5cn[nH]c(=O)c5)c4)c3)cc2C(F)(F)F)CC1	9	-6
Cc1ccc(-c2noc(-c3ccccc3C(=O)N3CCCC3)n2)cc1	-11	7
COCCC1CCCCN1C(=O)c1cccc(OC2CCN(S(C)(=O)=O)CC2)c1 (configuration not stated)	-37	-3
CCn1c(-c2nn(-c3ccccc3)ccc2=O)n[nH]c1=S	10	2
O=S(=O)(Nc1ccc(S(=O)(=O)N2CCCC2)cc1)c1ccc(F)cc1F	1	-2
CC(=O)NCC(=O)N(C)C(C(=O)Nc1ccc(C(C)C)cc1)c1ccccc1 (configuration not stated)	-11	-3
O=[N+]([O-])c1cccc(N(CC(O)CN2CCCC2)S(=O)(=O)c2ccccc2)c1 (configuration not stated)	-9	-3
CCOc1cc(S(=O)(=O)NCCN2CCOCC2)c(C)cc1C	-8	4
COc1cccc(N2[C@@H](CC(C)=O)c3ccccc3S2(=O)=O)c1	10	-1
COc1ccc(CNC(=O)c2cc3c(s2)CN(Cc2ccccc2)C3)cc1	-8	11
Cc1onc(-c2ccccc2)c1C(=O)Nc1sc2c(c1C(N)=O)CCC2	-18	19

(more compounds)
SMILES	H9c2 TAG inh	H9c2 TAG inh DAPI viability
C[C@@H]1CN([C@@H](C)CO)C(=O)CCCn2nncc2CO[C@H]1CN(C)C(=O)c1ccccc1	-9	3
O=C(c1cnc(Cl)c(Cl)c1)N1CCN(S(=O)(=O)c2ccc3ccccc3c2)CC1	0	-2
COc1ccc(CC(=O)n2[nH]c(=O)cc(C)c2=O)cc1OC	9	5
CCc1nnc(NC(=O)C(C)N2C(=O)C3C4C=CC(C4)C3C2=O)s1 (configuration not stated)	10	12
CC(=O)Nc1ccc(-c2csc(N/N=C(/C)c3ccccc3)n2)cc1	12	2
CN(C)CCCNc1ccc(-c2cc(Nc3cccc(Cl)c3)ncn2)cn1	16	24
CN(C)CCCN(C(=O)COc1ccc(Cl)cc1)c1nc2ccc(F)cc2s1	10	-3
CCOC(=O)CSc1n[nH]c(NC(=O)CC)n1	9	-8
O=C(NC1CC(=O)N(c2ccc3c(c2)OCCO3)C1)N1CCC(O)CC1 (configuration not stated)	-4	0

Screening data: PubChem BioAssay, Sanford-Burnham Center for Chemical Genomics
